OX1R antag-1 = antagonists of human orexin 1 receptor (OX1R); OX1R-expressing cells, FRET antagonist read-out; O43613; AID 485270; inhibition, % at 6.6 µM; hit rate 1.8% among 330,000; in the data active = inhibition mostly above about 38%, no sharp cut-off; inactive = mostly below about 40%;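 also: 0% = agonist challenge alone and 100% = reference antagonist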
Target sequence (O43613 whole entry, looked up): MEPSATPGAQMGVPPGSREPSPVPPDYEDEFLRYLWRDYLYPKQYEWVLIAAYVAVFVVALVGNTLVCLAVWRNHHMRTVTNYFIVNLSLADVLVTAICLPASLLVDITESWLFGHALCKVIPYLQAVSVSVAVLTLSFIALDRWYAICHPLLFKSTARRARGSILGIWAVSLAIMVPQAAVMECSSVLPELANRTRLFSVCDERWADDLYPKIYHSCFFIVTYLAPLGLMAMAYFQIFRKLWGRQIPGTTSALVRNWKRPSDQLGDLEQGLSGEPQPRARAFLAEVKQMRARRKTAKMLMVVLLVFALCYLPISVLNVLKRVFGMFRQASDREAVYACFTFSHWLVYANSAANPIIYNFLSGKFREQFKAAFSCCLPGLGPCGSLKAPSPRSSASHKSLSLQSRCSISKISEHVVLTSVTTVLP
OX1R antag-2 = human HCRTR1 antagonism | O43613 | CHO/OX1R cells, Fluo-8 calcium fluorescence, orexin A | inhibition, % at 5 µM | hit rate 0.43% among 330,000 | AID 434989;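 active = inhibition above its plate's threshold, mean inhibition of all tested compounds on the plate plus 3 SD, cut at about 37% in these data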;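 also: 0% = orexin A challenge wells and 100% = SB-334867-A antagonist wells; not every result past the cut was called active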
The depositor's hits bear a star. No enrichment for hits; overall some 2% were active at least once.

Every second line gives: OX1R antag-1 | OX1R antag-2
- Cc1ccccc1C1C(C#N)=C2NC(=O)c3c(sc4c3CCCCC4)N2C2=C1C(=O)CC(C)(C)C2 (configuration not stated)
    29 | -2
- Cc1ccc(C(=O)Nc2ccccc2C(=O)O)cc1S(=O)(=O)NC1CCCCC1
    21 | -31
- CNC(=O)c1c(NC(=O)C2=COCCO2)sc(C)c1C
    8 | -19
- CCN(Cc1ccccc1)C(=O)CCc1nc(-c2ccc(C)cc2)no1
    39 | -11
- O=C(CSc1nc2sc3c(c2c(=O)n1-c1ccccc1)CCCC3)N/N=C/c1ccc(C(=O)O)cc1
    -1 | -14
- COC(=O)c1ccc(-n2c(C)cc(C(=O)COC(=O)CNS(=O)(=O)c3ccc(C)cc3)c2C)cc1
    9 | -4
- C/C(=N\NC(=O)CSCc1ccccc1Cl)c1cccc(NC(=O)c2ccccc2)c1
    33 | -19
- COc1cccc(-n2c(=S)sc3c(=O)n(-c4ccccc4OC)c(SCC4OCCO4)nc32)c1
    0 | -20
- NC(=O)c1nsc(C(=O)N(c2ccccc2F)C(C(=O)NCc2ccccc2)c2ccc(O)cc2)c1N (configuration not stated)
    5 | -2
- COc1cccc(NC(=O)CSC2=NN3CCCC(=O)N=C3S2)c1
    23 | -24
- COc1ccc(CCNC(=O)/C=C/c2ccco2)cc1
    35 | -3
- CCOC(=O)C1=C(C)NC2=C(C(=O)C(C(=O)OCC)C(c3ccccc3OC)C2)C1c1ccccn1 (configuration not stated)
    18 | -39
- Cn1c(=O)[nH]c(=O)c2c1nc(SCc1ccccc1Cl)n2CC(N)=O
    1 | -7
- CCC(CC)C(=O)Nc1c2c(nn1-c1ccc(OC)cc1)CS(=O)C2 (configuration not stated)
    16 | -14
- C[C@H](CO)N1C[C@H](C)[C@@H](CN(C)C)Oc2c(NC(=O)Cc3ccccc3)cccc2C1=O
    -2 | -19
- O=C(c1ccco1)N(Cc1cccc([N+](=O)[O-])c1)c1ccc(Br)cc1
    10 | -28
- CCOC(=O)c1sc(=S)n(-c2ccc(F)c(F)c2)c1N
    11 | -7
- O=C(O)c1cc(Cl)c(Cl)cc1C(=O)Nc1cccnc1
    20 | 6
- OC(COCc1ccccc1)Cn1cnc2ccccc21 (configuration not stated)
    5 | -5
- CCc1c(C(=O)Nc2ccc(C)c(C)c2)[nH]c(C)c1C(C)=O
    32 | -12
- Cc1ccc(-c2nnc(SCC(=O)Nc3ccc(S(=O)(=O)N4CCCCCC4)cc3)o2)cc1
    10 | -13
- O=C(CCNS(=O)(=O)c1ccc(Br)cc1)NCc1ccc(F)cc1
    5 | -26
- CC(=O)Nc1ccccc1OCCOc1ccc(Br)cc1
    26 | -14
- COc1ccc(OC)c(C(=O)c2nc3c(n2O)CCCCC3)c1
    18 | -3
- Cc1cc2oc(C(=O)Nc3ccc(S(N)(=O)=O)cc3)c(C)c2cc1Cl
    4 | -27
- O=C(CSc1nnc(-c2cccc(Br)c2)o1)N1CCOCC1
    20 | 6
- O=C(NCCCN1CCCC1)Nc1cccc2ccccc12
    32 | -17
- COC(=O)c1cc2oc(C)cc2n1CC(=O)Nc1ccc(C)c(C)c1
    13 | -9
- O=C(c1ccc(COc2ccccc2Br)o1)N1CCCCCC1
    3 | -2
- COc1cc(/C=N/N2CCN(Cc3ccc(C)cc3)CC2)cc(OC)c1O
    12 | -22

Already shown: entries from further up.
Every second line gives: OX1R antag-1 | OX1R antag-2
- COc1ccc(OC)c(C(=O)c2nc3c(n2O)CCCCC3)c1
    18 | -3
- Cc1cc2oc(C(=O)Nc3ccc(S(N)(=O)=O)cc3)c(C)c2cc1Cl
    4 | -27
- O=C(CSc1nnc(-c2cccc(Br)c2)o1)N1CCOCC1
    20 | 6
- O=C(NCCCN1CCCC1)Nc1cccc2ccccc12
    32 | -17
- COC(=O)c1cc2oc(C)cc2n1CC(=O)Nc1ccc(C)c(C)c1
    13 | -9

Next part.
Every second line gives: OX1R antag-1 | OX1R antag-2
- COC(=O)N(NC(=O)C(O)(c1ccccc1)c1ccccc1)c1ccccc1
    16 | 2
- Cc1ccc(OC(=O)c2ccc3nc(C)sc3c2)cc1
    2 | -9
- CC(C)CC(=O)Nc1ccc2c(c1)nc(CCN1CCOCC1)n2C
    1 | 1
- COc1ccc(CN2C(=O)c3cccc4cccc2c34)cc1F
    17 | -9
- CCNc1ccc(C(=O)NN=C2CCCC2)cc1[N+](=O)[O-]
    33 | -1
- O=[N+]([O-])C(C1CCS(=O)(=O)C1)C1CCS(=O)(=O)C1 (configuration not stated)
    12 | -11
- Cc1c(C(=O)Nc2cccc(F)c2)cnn1-c1ccccc1
    16 | -5
- Cc1ccc(CSc2nc3ccccc3c(=O)[nH]2)cc1
    19 | 3
- COC(=O)[C@@H]1CCCN1C(=O)c1ccc(OC2CCN(Cc3ccccn3)CC2)cc1
    -3 | 7
- Cc1ccc(C(=O)NC2CCCc3ccccc32)cc1[N+](=O)[O-] (configuration not stated)
    12 | -26

One compound at a time, as listed above.
Cc1ccc(CSc2nc3ccccc3c(=O)[nH]2)cc1 is listed as OX1R antag-1 = 19; OX1R antag-2 = 3
O=[N+]([O-])C(C1CCS(=O)(=O)C1)C1CCS(=O)(=O)C1 (configuration not stated) is listed as OX1R antag-1 = 12; OX1R antag-2 = -11

Additional results.
Every second line gives: OX1R antag-1 | OX1R antag-2
- COc1ccc2[nH]c(=O)c(CN(Cc3ccc4c(c3)OCO4)C(C)=O)cc2c1
    9 | -19
- CCOc1ccc(N(C)S(=O)(=O)c2cc(-c3cc(C)no3)ccc2C)cc1
    20 | 12
- COc1cccc(/C=C2\SC(=O)N(CC(=O)NCCCn3ccnc3)C2=O)c1
    30 | -9
- Cc1ccc(NC(=O)c2ccc3c(c2)S(=O)(=O)c2ccccc2C3=O)cc1S(=O)(=O)N1CCOCC1
    3 | -18
- COC(=O)c1ccc2c(c1)N(C)C(=O)CS2
    10 | -5
- COc1ccc(Cl)cc1NC(=O)CN(C)C(=O)Cc1ccc2c(c1)CCC2
    23 | -3
- COc1cccc(NC(=O)c2ccc(NC(C)=O)cc2)c1
    16 | -26
- O=C(COC(=O)c1ccccc1SCC(=O)N1CCCC1)Nc1ccccc1C(F)(F)F
    15 | -27
- O=C(c1cnn2c1NC(c1ccc(Br)cc1)CC2C(F)(F)F)N1CCN2CCCC2C1 (configuration not stated)
    9 | -29
- N#CC1=C(N)Oc2cc(N)ccc2C1c1ccc(F)cc1F (configuration not stated)
    22 | 11

Next section
compound,OX1R antag-1,OX1R antag-2
CN(Cc1ccon1)Cc1cn(C)nc1-c1ccc(Oc2ccccc2)cc1,21,-18
CCN(Cc1ccncc1)C(=O)c1ccc(C)o1,4,-1
CCc1ccccc1NC(=S)N1CCN(c2ccccc2F)CC1,16,-23
COc1ccc(NC(=O)[C@H](C)NC(=O)C2CCN(S(=O)(=O)c3ccc(OC)cc3)CC2)cc1,11,-39
Cc1ccc(NC(=O)c2cc(S(=O)(=O)N(C)C)ccc2N2CCCC2)cc1S(=O)(=O)N(C)C,-3,-21
CC1(C)Oc2ccc3ccc(=O)oc3c2C(N2CCCCC2)C1O (configuration not stated),5,-19
O=C(Nc1ccccn1)NC1CCCCC1,12,-17
C[C@H](NC(=O)[C@H]1N2C(=O)c3ccccc3C2SC1(C)C)C(=O)N1CCN(C)CC1 (some centres not stated),14,-1
CCOc1ccc(N(CC(=O)NCc2ccccc2)S(=O)(=O)c2c(C)noc2C)cc1,6,-47
COc1ccc(NC(=O)CN(C)CC(=O)N2CC(=O)Nc3ccccc32)cc1,1,-12
O=C(Cn1sc2ccccc2c1=O)NC12CC3CC(CC(C3)C1)C2,15,-5
CCOCc1cnc(C)nc1NCC(=O)c1c(C)[nH]c2cc(C)ccc12,7,3
CCOC(=O)/C(C#N)=C1/SC(CC)C(=O)N1c1ccc(C)cc1 (configuration not stated),19,-20
CCOc1ccc(/C=N/N2C(C)CCCC2C)cc1 (configuration not stated),-1,-5
CC(C)CCNC(=O)CN1C(=O)NC(c2ccccc2)(c2ccccc2)C1=O,45,-6
Cc1ccc(NC(=O)C(c2ccccc2)N2CCN(CC(=O)NC3CC3)CC2)cc1Cl (configuration not stated),6,-15
CN(C)c1nc(N(C)C)n(Cc2c(Cl)cccc2Cl)n1,31,-13
Cc1ccc(C)c(OCCC(=O)OCC(=O)Nc2cc(S(=O)(=O)N3CCCCC3)ccc2C)c1,6,-9
CC(C)n1nccc1N(Cc1ccc(C#N)cc1)S(=O)(=O)c1ccccc1,16,-8
NC(=O)c1ccc[n+](Cc2cccc3ccccc23)c1,13,2
O=C(CCC(=O)N/N=C/c1ccc(Br)o1)N/N=C/c1ccc(Br)o1,-3,-12
CC(=O)c1cccc(NC(=O)CSc2nc(N3CCCCC3)nc(N3CCCCC3)n2)c1,7,-17
COc1ccc(CNC(=O)C2CCN(S(=O)(=O)N3CCOCC3)CC2)cc1,4,-16
N#C/C(C(=O)N1CCCCC1)=C1/N=C(N)c2ccccc21,12,-15
CC(=O)C1=C(O)C(=O)N(c2cccnc2)C1c1ccc(Cl)cc1 (configuration not stated),9,-17
Cc1ccc(/C=C/C(=O)C2C(=O)c3ccccc3C2=O)cc1,25,-17
O=C(NCCOc1ccccc1)c1ccccc1,9,-2
O=C(NNC(=S)NCc1ccccc1)c1ccc2c(c1)OCO2,2,-3
CC(C)N1C(=O)C(=O)N(CC(=O)N(C)c2ccccc2)C1=O,2,-4
Cc1nc2ccccn2c1C(=O)Nc1ccc(Cl)cc1,18,-1
O=C1C2C3C=CC(C4CC34)C2C(=O)N1/N=C/c1ccc(-c2ccc(Cl)cc2[N+](=O)[O-])o1 (configuration not stated),24,-9
O=C(NCCc1c[nH]c2ccccc12)C(=O)NCC(c1ccco1)N1CCN(c2ccccc2)CC1 (configuration not stated),17,-17
COCCCNC(=S)Nc1c(C)cc(C)cc1C,3,1
O=C(NC(=S)Nc1cccc(O)c1)c1cncc(Br)c1,17,-15
Cc1ccc(C)n1-c1ccc(C(=O)NN=C2CCCC2)cc1,11,7
COc1ccc(C(=O)NCCS(=O)(=O)N(C)C2CCCCC2)cc1,23,-12
CC(C)(C)c1nnc(N/N=C/c2ccccc2)n(N)c1=O,3,-31
CN(C)c1ccc(NC(=O)Nc2csc3ccccc23)cc1,57*,29
COc1ccccc1C(=O)COC(=O)Cn1nc(C)c([N+](=O)[O-])c1C,8,-9
CC(OC(=O)C1=COCCO1)C(=O)NC1CCCCC1C (configuration not stated),3,0
O=C(NC1(c2ccccc2)CC1)C1CCC(=O)N(Cc2ccc(Cl)cc2)C1 (configuration not stated),12,-26
COc1cccc(CN(C)CC(=O)Nc2cccc3ccccc23)c1,48,13
Cc1ccc(NC(=O)c2oc3ccccc3c2C)nc1,84*,14
CC(C)(C)NC(=S)NC1CC1,5,-11
COc1ccc(-c2nn(-c3ccccc3)cc2C(=O)O)cc1,13,-2
COc1ccc(C(=O)Nc2ccc(-n3nncc3C(C)(C)C)cc2)cc1,17,-13
O=C(/C=C/c1ccccc1)OCC(=O)N1CCN(c2ccccc2)CC1,10,-13
O=C(COC(=O)CCCN=C1NS(=O)(=O)c2ccccc21)NC(=O)NC1CCCC1,8,1
CCCn1nnnc1NCc1ccccc1OCc1ccc(F)cc1,11,10
COc1ccc(C(=O)OCn2nnc3ccccc3c2=O)cc1[N+](=O)[O-],13,-36

(listing goes on)
compound,OX1R antag-1,OX1R antag-2
CC(C)Oc1ccc(C(=O)N2CCN(C(=O)c3ccco3)CC2)cc1,18,-30
O=C(Cn1cnc2cc([N+](=O)[O-])ccc2c1=O)NC(=O)NCc1ccccc1,23,-27
Cc1ccc(C(=O)N2CCN(c3ccc(NC(=O)c4ccc(Br)o4)cc3)CC2)cc1,39,-28
CCC(CO)NS(=O)(=O)c1cc(-c2nn(C)c(=O)c3ccccc23)ccc1C (configuration not stated),32,-26
CCOC(=O)c1ccc(N=Nc2c(C)[nH]n(-c3ccccc3)c2=O)cc1,8,-18
NC(=O)CSc1nc2ccccc2c(=O)n1Cc1ccccc1,7,-6
CCOC(=O)CSc1nnc(CSc2nc3ccccc3c(=O)[nH]2)n1-c1ccccc1,19,-41
CC(C)c1nnc(NC(=O)CCC(=O)NCc2cccs2)s1,15,-5
Cc1ccc(-c2nc(Nc3ccc(N4CCOCC4)cc3)c3ccccc3n2)cc1,19,-29
O=C(CSc1ccccn1)N1CCN(c2ccccc2)CC1,19,-1
O=C(c1ccoc1)N1CCCC(N2CCN(c3cccc(C(F)(F)F)c3)CC2)C1 (configuration not stated),42,-32
CN(C(=O)COC(=O)c1ccccc1SCC(=O)N1CCCC1)c1ccccc1,19,-10
CN(C)c1ccc(NC(=O)Cn2ncn3c(cc4ccccc43)c2=O)cc1,6,-16
Cc1cccc(CSCCNC(=O)CSCc2ccc([N+](=O)[O-])cc2)c1,17,-14
O=C(c1cccnc1)N1CCN(CCCc2ccccc2)CC1,4,-22
COc1ccc(CNC(=O)CCCn2nc(C)n3ccnc3c2=O)cc1,16,-9
CC(C)Oc1ccc(CCc2n[nH]c(=S)n2-c2ccccc2)cc1,16,-25
O=C(COc1ccc(Br)cc1)NN1C(=O)c2ccccc2C1=O,5,-20
CN(C)c1ccc(C=Nc2ccccc2)cc1,9,9
COc1ccc(OC)c(NC(=O)C2CCCN2C(=O)C2CCC(C)CC2)c1 (configuration not stated),13,-28

Screening results from PubChem BioAssay.
